PI5P4K alpha inh = blocks human PI5P4K alpha kinase activity. 1.2% of 330,000 active. max response, %. PI5P4Kalpha enzyme, ADP-Glo luminescence, 60 min; active compounds read low. AID 652105. P48426; active = max response of -50% or lower; inconclusive = between -30% and -50%; inactive = -30% or higher; also: value at the top dose of about 77 µM; % is scaled to controls: 0 for no effect and ±100 for the full control effect
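PI5P4Kalpha ADP-Glo assay; 5 microM ATP final; 60 min RT reaction; HEPES pH 7.4/EGTA/CHAPS, 5% DMSO; controls lacking substrate or enzyme; luminescent end-point.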
IL2 activator = activates IL-2 in a cell-based reporter assay | IL-2 activation reporter assay, cell-based qHTS; stimulated with anti-CD3/CD4/CD28 beads; in transgenic mouse T cells | activation, % (series mostly up to about 46 µM) | 0.065% of 360,000 active; in the data active = activation above about 50%; inconclusive = mostly about 30% to 49%; also: 0% is about no effect
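Screening format: compound pinned onto unstimulated transgenic mouse T cells, 60 min incubation, then anti-CD3/anti-CD4/anti-CD28 bead stimulation for 18 hours at 37 degrees C, followed by EGFP and DsRed detection.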
EPAC1 antagonist = antagonists of human EPAC1; EPAC1 GEF assay, Rap1b-BODIPY-GDP exchange fluorescence; 0.14% of 360,000 active; Potency, µM (titrated, usually from 115 µM), without a hit: at the top dose activity change, negative = inhibition, actives largely listed as inhibitors; O95398;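 also: potency is read from the fitted curve at half-maximal effect; plate controls were vehicle for no effect and positive control for full effect; nearly all actives have a fitted effect of over 50% in size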
Target sequence (O95398 whole entry, looked up): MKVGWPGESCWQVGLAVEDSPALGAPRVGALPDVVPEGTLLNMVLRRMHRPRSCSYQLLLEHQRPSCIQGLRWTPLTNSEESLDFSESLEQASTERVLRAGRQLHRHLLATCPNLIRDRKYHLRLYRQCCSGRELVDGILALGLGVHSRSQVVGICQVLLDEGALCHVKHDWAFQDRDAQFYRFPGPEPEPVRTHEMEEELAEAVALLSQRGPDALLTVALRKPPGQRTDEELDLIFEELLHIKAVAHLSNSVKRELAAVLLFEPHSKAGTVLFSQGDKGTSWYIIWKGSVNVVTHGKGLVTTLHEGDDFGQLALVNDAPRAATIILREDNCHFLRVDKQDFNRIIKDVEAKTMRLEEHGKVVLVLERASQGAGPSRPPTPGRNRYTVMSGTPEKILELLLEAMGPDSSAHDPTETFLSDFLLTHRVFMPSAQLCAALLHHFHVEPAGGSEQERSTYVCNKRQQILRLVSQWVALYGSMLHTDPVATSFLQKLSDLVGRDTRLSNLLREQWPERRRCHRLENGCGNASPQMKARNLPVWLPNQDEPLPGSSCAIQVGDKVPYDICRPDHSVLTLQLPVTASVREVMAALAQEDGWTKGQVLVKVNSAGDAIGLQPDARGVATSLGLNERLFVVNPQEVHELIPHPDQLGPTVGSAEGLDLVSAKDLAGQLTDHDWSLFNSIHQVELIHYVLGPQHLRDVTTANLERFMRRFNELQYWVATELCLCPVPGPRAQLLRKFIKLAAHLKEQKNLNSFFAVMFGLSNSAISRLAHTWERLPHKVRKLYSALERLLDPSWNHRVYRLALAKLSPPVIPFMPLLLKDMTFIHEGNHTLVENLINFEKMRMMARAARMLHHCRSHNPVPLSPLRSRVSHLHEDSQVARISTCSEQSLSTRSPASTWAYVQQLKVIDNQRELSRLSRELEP
GLP1R inv ag = inverse agonists of human GLP-1 receptor; HEK293 GLP-1R CRE-luciferase, luminescence, 24 h; GLP-1R form is constitutively active; P43220; 1.6% of 410,000 active; Potency, µM (doses to about 38.3 µM), without a hit: top-dose activity change, negative = inhibition, actives largely listed as inhibitors; also: potency is read from the fitted curve at half-maximal effect; % is scaled to controls: 0 for no effect and ±100 for the full control effect; nearly all actives have a fitted effect of over 55% in size
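Assay principle: reduced luminescence from a cAMP-responsive reporter in HEK293 cells co-expressing a constitutively active GLP-1R. Conditions: 24 hr compound incubation, 37 deg C, 5% CO2.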
GLP-1R agonist = activates the human GLP-1 receptor | HEK293 GLP-1R CRE-luciferase, luminescence, 4-6 h; cells express a hypersensitive GLP-1R form | Potency, µM (series often up to 45.6 µM), inactives show top-dose activation, usual class: activators | 0.007% of 380,000 active; also: potency is read from the fitted curve at half-maximal effect; % of control where 0% means no effect
PTHR1 agonist = PTHR1 (human) receptor agonism. Q03431. HEK293 GP2 PTHR1 cells, GloSensor cAMP luminescence, 1 h. Potency, µM (highest dose often 115 µM), for inactives: at the top dose activation, hits mostly activators. 0.075% of 410,000 active; also: potency is read from the fitted curve at half-maximal effect; nearly all actives have a fitted effect of over 55% in size; some results filed as inactive show a strong effect at the top dose; inactives centre near -15; many of its hits are not listed in these tables
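HEK-293-derived GP2 cells expressing PTHR1 and a GloSensor cAMP reporter, 3,000/well, plated overnight, given luciferin plus IBMX (each 0.5 mM as added) for 1 h at 37 °C, then compound for 1 h at 37 °C. Luminescence was read after 15 min at room temperature.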
HEK293 tox = cytotoxicity in counter-screen for GLP-1R inverse agonists. AID 624418. Potency, µM (series often up to 38.3 µM), inactives show top-dose activity change, negative = inhibition, hits mostly inhibitors. HEK293 cAMP-luciferase reporter cells, luminescence, 24 h. 0.13% of 410,000 active;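 also: loss of luciferase light is scored as toxicity; potency is read from the fitted curve at half-maximal effect; % is scaled to controls: 0 for no effect and ±100 for the full control effect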
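1536-well qHTS counterscreen of the MLSMR; 200 cells/uL, 12 h pre-incubation, 23 nL cpd, 24 h at 37 deg C 5% CO2, luciferase detection reagent, 12 min RT, luminescence. Inhibition = undesired.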
EPAC1 agonist = activates human EPAC1 exchange factor; 0.073% of 360,000 active; Potency, µM (series often up to 154 µM), for inactives: at the top dose activation, actives largely listed as activators; EPAC1 agonist qHTS, biochemical assay; response scale: 100% = response to 6.5 mM cAMP; O95398; AID 720707; also: potency is read from the fitted curve at half-maximal effect; nearly all actives have a fitted effect of over 60% in size
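Compounds were pinned as a concentration titration into mixtures of EPAC1 (100 nM), BODIPY-GDP-loaded Rap1B (250 nM) and GDP (50 uM). After 5 min at room temperature, fluorescence was followed for 30 min; activity was scaled to 6.5 mM cAMP.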
PLK1 PBD block = PLK1 (human) polo-box domain binding inhibition. P53350. 2.8% of 360,000 active. Plk1 PBD binding of FITC phosphopeptide, fluorescence polarization. AID 720504. Potency, µM, for inactives: max response, negative = inhibition, most hits filed as inhibitors; also: potency is read from the fitted curve at half-maximal effect; series mostly up to about 57 µM; % is scaled to controls: 0 for no effect and ±100 for the full control effect; nearly all actives have a fitted effect of over 65% in size
Active calls of the source: *; i = inactive; ? = inconclusive; nt = no result given; [ ] = dose if it differs, or a comment. Unless noted, calls follow the shape of the dose curve; as a rule, active = well fitted curve in the direction sought with a large enough effect; inconclusive = small, poorly fitted or top-dose-only effect, or another doubt; inactive = no such curve, though single readings can be large; an effect the other way counts as inactive or inconclusive.

SMILES	PI5P4K alpha inh	IL2 activator	EPAC1 antagonist	GLP1R inv ag	GLP-1R agonist	PTHR1 agonist	HEK293 tox	EPAC1 agonist	PLK1 PBD block
Cc1ccc(S(=O)(=O)NCc2ccccc2)cc1C(=O)N(C)Cc1ccccc1F	3.3	-3.3	-1.9%	?	-2.4%	-6.6%	0.4%	4.9%	-4.4%
CC(CO)NS(=O)(=O)c1ccc(Br)cc1F (configuration not stated)	-0.6	-0.6	-9.7%	12.4%	3.7%	-1.9%	8.1%	-5.4%	-9.9%
O=C(Cn1cncn1)N/N=C/c1ccccc1O	-6.5	0.3	-7.3%	50.8%[activator]	6.1%	-7.0%	14.5%	1.5%	-5.5%
O=C(CCS(=O)(=O)Cc1ccccc1)N1CCN(c2ccc([N+](=O)[O-])cc2)CC1	-0.7	-1.6	-2.4%	5.4%	-1.1%	-30.5%[inhibitor]	-13.4%	7.3%	-11.9%
O=C(NCC(O)c1ccccc1)c1cccc(S(=O)(=O)N2CCOCC2)c1 (configuration not stated)	6.3	0.8	-8.6%	-0.4%	-0.4%	i	19.4%	7.4%	-3.1%
CCOC(=O)CCSc1nc(C)cc(C(F)(F)F)c1C#N	nt	-2.1	1.4%	-15.4%	5.5%	i	4.9%	7.3%	7.3%
CC(C)c1c(O)cc(-c2ccncc2)n(-c2ccc(Cl)cc2)c1=O	1.1	-4.3	-10.9%	20.5%	-2.5%	i	12.3%	8.5%	-2.8%
COC(=O)c1ccc(-n2c(C)nc(=O)c(-c3ccccc3)c2C)cc1	nt	-2.6	7.2%	4.4%	-0.3%	i	-0.2%	4.0%	-6.6%
Cc1cccc(-n2c(=O)c3c4c(sc3n3cnnc23)CCCC4)c1	nt	nt	nt	8.4%	13.5%	i	-11.3%	nt	nt
O=C(NC1CCCC1)C(c1ccncc1)N(Cc1cccs1)C(=O)c1csnn1 (configuration not stated)	-3.7	-0.9	0.0%	39.1%[activator]	-8.1%	i	-9.4%	3.0%	-21.7%
O=C(Nc1ccc(Oc2ccccc2)cc1)N[C@@H](Cc1ccccc1)C(=O)O	-1.7	-0.7	-11.4%	4.6%	1.9%	-5.6%	-1.6%	-3.0%	-10.2%
O=C(O)CCc1ccc(-c2cccs2)n1NC(=O)c1ccc(Cl)cc1	nt	-0.2	3.6%	3.0%	-3.3%	i	-7.9%	8.3%	-16.0%
CCc1nc2c(OCc3ccc(Cl)cc3Cl)cccn2c1N(C)C(C)=O	-4.5	-0.7	-5.5%	?	8.3%	-49.6%[inhibitor]	-3.7%	-1.0%	1.8%
CCc1cccc2sc(N(CCCN3CCOCC3)C(=O)CS(=O)(=O)c3ccccc3)nc12	26.6	-1.2	-1.7%	?	11.8%	i	1.5%	-1.2%	-7.5%
O=C(Nc1nnc(-c2ccncc2)o1)c1ccc(Br)s1	?	-0.2	-4.2%	18.9%[7.66 µM]	0.4%	i	-2.4%[7.66 µM]	-6.9%	-0.5%
COc1cccc(CNC(=O)C(=O)NCC(c2ccco2)N2CCOCC2)c1 (configuration not stated)	-1.9	-0.3	0.6%	21.0%	-6.3%	-1.9%	-4.8%	-18.5%	-0.2%
O=C(NCc1ccc2c(c1)OCO2)C1COc2ccccc2O1 (configuration not stated)	-0.6	2.0	2.4%	-29.1%	3.7%	-35.6%[inhibitor][57.5 µM]	-1.6%	-1.0%	3.5%
COc1ccccc1N1CCN(C(c2cc3ccc(C)cc3[nH]c2=O)c2nnnn2C2CCCC2)CC1 (configuration not stated)	nt	-2.7	-12.9%	0.0%	-15.0%	i	8.4%	17.7%	-9.1%
CC(NC(=O)c1ccco1)C(=O)OCC(=O)N1CCCCCC1 (configuration not stated)	2.3	-1.0	-5.0%	-8.8%	-3.0%	-2.8%	-20.3%	10.6%	-4.6%
COc1cc(/C=N/NC(=O)C(=O)N2CCCC2)ccc1O	nt	-2.0	11.4%	11.7%	-1.1%	i	-2.9%	3.0%	2.0%
O=C1N(Nc2ccccc2)C(c2ccc(Br)cc2)C12CCCC2 (configuration not stated)	3.5	-1.0	3.9%	?	-7.9%	-12.8%	-16.6%	-4.9%	3.4%
Cc1ccc(-n2nc3c(c2NC(=O)C(C)C)CS(=O)(=O)C3)c(C)c1	-6.6	0.1	13.0%	42.8%[activator]	5.1%	-28.1%	14.5%	7.9%	-7.0%
c1ccc(C2=Nc3ccccc3NC(c3ccccc3)C2)cc1 (configuration not stated)	nt	-1.8	7.2%	0.0%	5.2%	-6.4%[57.5 µM]	-20.2%	3.8%	-9.6%
CCC1=NC(c2ccccc2)N(O)C1(C)C (configuration not stated)	1.8	1.2	-6.3%	-20.0%	-13.9%	i	-10.8%	-10.1%	-4.2%
Cc1ccccc1NC(=O)CN1C(=O)NC2(CCCCC2)C1=O	4.9	0.8	-10.3%	2.1%	-9.8%	i	3.6%	5.8%	0.6%
COc1ccc(C(=O)C2CCCN(Cc3cccn3-c3ccccn3)C2)cc1F (configuration not stated)	6.6	-1.3	2.0%	?	4.0%	-14.7%	-23.5%	10.0%	-0.3%
CSc1ccccc1NC(=O)CN(C)C(=O)c1cccc(S(=O)(=O)N(C)C)c1	1.0	0.2	18.8%	2.7%	13.2%	i	4.0%	-3.4%	-2.7%
COc1ccc(S(=O)(=O)Nc2ccc3c(c2)n(C)c(=O)n3C)cc1	0.6	0.4	-2.3%	4.4%	2.2%	-18.5%	12.9%	-1.3%	2.2%
O=C(CCNS(=O)(=O)c1cccc2nonc12)NC1CCCCCC1	-7.8	0.9	-23.6%	11.5%	-0.3%	-27.7%	4.1%	0.4%	?
COc1ccc(/C=N/NC(=O)c2cc(=O)[nH]c3ccccc23)cc1OC	0.2	-0.4	-25.8%	3.8%	15.6%	10.0%	6.6%	-0.3%	-9.0%
CCCCc1ccc(S(=O)(=O)N2CCC3(CC2)OCCO3)cc1	1.3	-2.4	-5.4%	?	3.5%	-5.9%	5.9%	3.5%	-7.1%
Cc1ccc(CN2CC(N3CCN(Cc4cccc(C)c4)CC3)CS2(=O)=O)cc1 (configuration not stated)	3.9	-0.4	0.3%	?	-0.8%	-19.5%	1.4%	-9.9%	-4.0%
O=C(COc1ccccc1)Nn1cnc2ccccc21	nt	2.1	-7.5%	-15.8%	2.1%	?	7.1%	0.1%	?
COc1ccc(NC(=O)c2c(C)noc2C(C)C)cc1S(=O)(=O)N1CCCCC1	-0.6	-1.7	7.5%	-13.5%	-2.9%	-6.9%	-18.2%	-5.0%	12.2%
CC(C)C(=O)N1CCC(c2nc(-c3ccc(S(=O)(=O)N4CCCC4)cc3)no2)CC1	nt	0.3	-5.0%	8.6%	2.5%	0.8%[57.5 µM]	4.5%	0.6%	-1.5%
O=C(/C=C/c1cccc([N+](=O)[O-])c1)NCCSCc1ccc(Cl)cc1	9.3	-0.5	-10.4%	10µM*	12.2%	-24.5%	-20.1%	25.1%	-7.9%
COc1ccc(N2CCN(C(=O)COC(=O)c3c(-c4ccccc4)noc3C)CC2)cc1	3.9	-0.2	1.3%	-9.4%	-7.6%	-25.6%	0.3%	3.8%	-5.3%
O=C(NC(=S)Nc1cccc2cc(O)ccc12)c1ccccc1Br	7.8	-1.7	-2.9%	?	3.3%	-68.3%[inhibitor]	-26.1%	8.9%	-3.1%
CCCn1nc(Oc2nc(NCC)nc(NCC)n2)ccc1=O	nt	-2.0	17.6%	0.0%	-3.5%	i	0.7%	1.6%	-4.0%
O=C(Cc1ccc(Br)cc1)OCC(=O)c1ccc[nH]1	0.6	0.2	-6.7%	-15.3%	17.6%	-16.8%	-3.4%	-6.4%	6.3%

Ordered by SMILES length (descending): 5 of the compounds above.
SMILES	PI5P4K alpha inh	IL2 activator	EPAC1 antagonist	GLP1R inv ag	GLP-1R agonist	PTHR1 agonist	HEK293 tox	EPAC1 agonist	PLK1 PBD block
CC(C)C(=O)N1CCC(c2nc(-c3ccc(S(=O)(=O)N4CCCC4)cc3)no2)CC1	nt	0.3	-5.0%	8.6%	2.5%	0.8%[57.5 µM]	4.5%	0.6%	-1.5%
COc1ccc(N2CCN(C(=O)COC(=O)c3c(-c4ccccc4)noc3C)CC2)cc1	3.9	-0.2	1.3%	-9.4%	-7.6%	-25.6%	0.3%	3.8%	-5.3%
O=C(/C=C/c1cccc([N+](=O)[O-])c1)NCCSCc1ccc(Cl)cc1	9.3	-0.5	-10.4%	10µM*	12.2%	-24.5%	-20.1%	25.1%	-7.9%
O=C(Cc1ccc(Br)cc1)OCC(=O)c1ccc[nH]1	0.6	0.2	-6.7%	-15.3%	17.6%	-16.8%	-3.4%	-6.4%	6.3%
O=C(COc1ccccc1)Nn1cnc2ccccc21	nt	2.1	-7.5%	-15.8%	2.1%	?	7.1%	0.1%	?

(further entries)
SMILES	PI5P4K alpha inh	IL2 activator	EPAC1 antagonist	GLP1R inv ag	GLP-1R agonist	PTHR1 agonist	HEK293 tox	EPAC1 agonist	PLK1 PBD block
Cc1cc(Br)ccc1NC(=O)Cn1cc(S(=O)(=O)N2CCN(c3ccccc3F)CC2)c2ccccc2c1=O	nt	nt	nt	13.1%	1.0%	i	4.0%	nt	nt
NC(=S)N/N=C1\CC(c2ccc3c(c2)OCCCO3)Oc2ccc(F)cc21 (configuration not stated)	-0.2	0.7	-6.9%	12.6µM*	23.6%	-21.0%	?	4.1%	-1.2%
NC(=O)c1sc2nc3c(c(-c4cccnc4)c2c1N)CCC3	nt	-1.1	6.2%	10.0%	-4.9%	-5.2%	5.5%	-1.3%	-3.0%
Cc1cccc(N2CCN(C(=O)CN3CCOc4ccccc43)CC2C)c1 (configuration not stated)	-9.7	-4.4	-13.4%	?	-3.4%	-50.7%[inhibitor]	2.8%	-6.1%	-9.6%
CCN(CC)Cc1c(O)c(Cl)cc2c(C)c(C)c(=O)oc12	nt	-3.1	-2.4%	-2.7%	-13.1%	-14.0%[57.5 µM]	489.2%[activator]	9.8%	-8.9%
CCOC(=O)N1CCC(n2c(SCC(=O)N3CCC(C)CC3)nc3ccccc3c2=O)CC1	0.0	-1.0	3.4%	-39.2%	-9.3%	-15.3%	?	-0.8%	-8.6%

Bioassay records from PubChem.

This is a subset, so the mix of outcomes need not match the whole.
